Source: PubChem BioAssay (several laboratories)
BioA inh – blocks M. tuberculosis BioA enzyme activity. purified M. tuberculosis BioA enzyme, plate reader. 360,000 compounds, 0.096% hits. inhibition, % at 9.99 µM; in the data active = inhibition above about 40%
GDH-TPI inh – GDH-TPI coupled enzyme inhibition counter-screen. inhibition, % at 4.8 µM. 360,000 compounds, 1.2% hits. GDH-TPI coupled enzyme counterscreen, NADH absorbance; in the data active = inhibition above about 30%;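 note: 0% = DMSO wells and 100% = wells lacking the enzyme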
VHR inh abs – DUSP3 (human) phosphatase inhibition | inhibition, % at 13.3 µM | 290,000 compounds, 0.52% hits | recombinant VHR phosphatase, pNPP absorbance | P51452; in the data active = inhibition above about 50%; note: some compounds called inactive have numbers as strong as hits
Target sequence (P51452 whole entry, looked up): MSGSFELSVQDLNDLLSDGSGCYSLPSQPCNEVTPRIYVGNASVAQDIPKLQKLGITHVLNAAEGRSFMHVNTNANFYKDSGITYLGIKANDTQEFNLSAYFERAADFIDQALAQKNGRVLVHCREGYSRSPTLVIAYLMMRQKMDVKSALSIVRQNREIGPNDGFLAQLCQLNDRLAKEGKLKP
Vc quorum ag – induces V. cholerae light production without autoinducers; 350,000 compounds, 0.16% hits; AID 588436; V. cholerae BH1578 lux reporter, luminescence, 6 h; activation, % at 18.7 µM; in the data active = activation mostly above about 9.7%, no sharp cut-off; note: not every result past the cut was called active; inactives centre near 0; reference of the scale not given here
Mtb UGM inh – Mtb UDP-galactopyranose mutase inhibition | P9WIQ1 | purified UGM, fluorescence polarization probe displacement | inhibition, % at 10 µM | 320,000 compounds, 0.06% hits | AID 504406; in the data active = inhibition above about 10%, passing the limit was not always enough
SARS 3CLpro inh – SARS-CoV 3CLpro protease inhibition; P0C6X7; recombinant SARS-CoV 3CLpro, quenched FRET peptide cleavage; inhibition, % at 6 µM; 290,000 compounds, 0.14% hits; in the data active = inhibition above about 12%
Mtb FBA inh – Mtb fructose-bisphosphate aldolase inhibition; P9WQA3; purified M. tuberculosis FBA, fluorescence read-out; inhibition, % at 1 µM; 360,000 compounds, 2.3% hits; in the data active = inhibition above about 27%;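 note: 0% = vehicle and 100% = reference inhibitor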
Target sequence (P9WQA3 whole entry, looked up): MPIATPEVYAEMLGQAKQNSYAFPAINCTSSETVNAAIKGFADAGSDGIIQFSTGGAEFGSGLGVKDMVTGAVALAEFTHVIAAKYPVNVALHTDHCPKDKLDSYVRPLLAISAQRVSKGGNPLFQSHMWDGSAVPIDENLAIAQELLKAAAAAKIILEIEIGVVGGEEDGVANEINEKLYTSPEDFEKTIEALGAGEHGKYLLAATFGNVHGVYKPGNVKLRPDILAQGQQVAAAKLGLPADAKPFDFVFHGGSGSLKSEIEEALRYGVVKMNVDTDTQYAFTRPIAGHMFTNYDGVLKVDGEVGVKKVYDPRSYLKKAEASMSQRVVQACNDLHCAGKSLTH
Rv3671c protease – inhibits the M. tuberculosis serine protease Rv3671c; P9WHR9; inhibition, % at 5.96 µM; 320,000 compounds, 0.048% hits; in the data active = inhibition above about 38%;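 note: extracellular domain of Rv3671c used as enzyme; 0% = enzyme with DMSO and 100% = no enzyme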
Target sequence (P9WHR9 whole entry, looked up, the tested form may be a part): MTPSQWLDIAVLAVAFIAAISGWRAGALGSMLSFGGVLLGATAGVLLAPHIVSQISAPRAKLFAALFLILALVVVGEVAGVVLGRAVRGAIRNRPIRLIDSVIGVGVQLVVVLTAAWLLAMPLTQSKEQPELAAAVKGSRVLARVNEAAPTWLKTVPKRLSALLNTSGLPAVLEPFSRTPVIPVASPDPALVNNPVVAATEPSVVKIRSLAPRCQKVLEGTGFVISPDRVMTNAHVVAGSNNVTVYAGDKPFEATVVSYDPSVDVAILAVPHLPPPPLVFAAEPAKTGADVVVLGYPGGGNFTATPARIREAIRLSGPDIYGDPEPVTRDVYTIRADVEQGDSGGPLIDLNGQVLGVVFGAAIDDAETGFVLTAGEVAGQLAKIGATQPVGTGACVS
PriA SSB inh – blocks PriA binding to SSB C-terminal tail | AlphaScreen SSBct-PriA binding, biotinylated peptide | 430,000 compounds, 0.6% hits | inhibition, % at 33 µM; in the data active = inhibition mostly above about 37%, no sharp cut-off; inactive = mostly below about 20%;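 note: plate controls were negative control peptide for no effect and reference peptide for full effect; strong numbers were not always called active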
MazF activator – increases E. coli MazEF RNase cleavage of RNA. P0AE70. FAM/BHQ RNA-DNA oligo cleavage fluorescence, 5 h. activation, % at 20 µM. 350,000 compounds, 0.32% hits; in the data active = activation above about 50%
Target sequence (P0AE70 whole entry, looked up): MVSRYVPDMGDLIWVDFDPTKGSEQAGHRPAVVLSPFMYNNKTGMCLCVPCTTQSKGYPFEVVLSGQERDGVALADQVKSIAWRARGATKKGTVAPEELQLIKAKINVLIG
Numbers without * were called inactive; i = inactive; x = not tested or not shown; & = joins results of further samples. This is a subset; count on the stated rates, not on these rows.

SMILES	BioA inh	GDH-TPI inh	VHR inh abs	Vc quorum ag	Mtb UGM inh	SARS 3CLpro inh	Mtb FBA inh	Rv3671c protease	PriA SSB inh	MazF activator
O=C(/C=C/c1ccc(Cl)cc1)OCC(=O)c1ccc[nH]1	-0.7	6	x	5.9	x	x	-2	-18	-16	7
CC(=O)N1CCCc2cc(S(=O)(=O)N3CCCC(C(=O)NCc4ccccc4Cl)C3)ccc21 (centres undefined)	-0.9	3	-10	3.9	0.0	0	-1	-1	0	7
CCn1c(=O)n(CCOC)c(=O)c2c3c(sc21)CCCC3	2.3	8	-5	0.8	-1.0	-2	0	0	-2	6
Cc1cccc(CC2CC(=O)N(c3ncccn3)C2=O)c1 (centres undefined)	-1.1	12	-5	i	-3.2	1	1	-15	-10	2
COc1ccccc1C(=O)NCC(=O)OCCCOC(=O)CNC(=O)c1ccccc1OC	-0.1	-10	18	0.6	-3.4	-1	-4	-1	7	8
O=C(Cn1ccc2ccccc2c1=O)NCC(=O)N1CCN(c2ccccc2F)CC1	-2.2	4	12	-0.3	-0.9	-1	0	-3	-7	9
CC(=O)NC(CC(C)C)C(=O)NC(Cc1ccccc1)C(=O)CCl (centres undefined)	x	-2	x	i	x	x	-2	x	-7	7
CCCCN(C(=O)c1ccncc1)c1c(N)n(CCC)c(=O)[nH]c1=O	-1.5	11	x	i	-1.8	x	4	0	0	-14
C#CCOC(=O)C[N+](C)(C)C/C=C/c1ccccc1	x	7	-7	-0.7	0.4	-2	4	0	-6	9
CSc1nc(C)nc2c1c(=O)n(C)c(=O)n2C	-1.0	-2	27	-0.2	-1.0	-2	-2	4	-15	11
O=C(N1CCOCC1)N1CCN(S(=O)(=O)N2CCOCC2)CC1	-2.5	12	1	0.5	2.7	6	3	5	-13	3
COc1cccc(/C=C/C(=C2/C(=O)N(c3ccccc3)N=C2C)c2ccccc2)c1OC	x	0	-2	-0.3	-0.7	4	5	6	-6	8
CCCC(=O)Nc1ccc(NC(=O)c2ccco2)cn1	-0.1	-6	8	i	0.4	-2	-2	6	-28	-2
COc1cccc(/C(O)=C2/C(=O)C(=O)N(CCN3CCOCC3)C2c2cccnc2)c1 (centres undefined)	-1.2	11	22	-2.0	1.6	7	-3	-2	x	3
CCOc1ccc(C2CC(c3ccc(OC)cc3)n3ncnc3N2)cc1 (centres undefined)	0.9	2	15	0.5	-1.2	1	18	-4	1	8
O=C1CSC(c2cn(-c3ccccc3)nc2-c2cc3ccccc3o2)N1Cc1ccccc1 (centres undefined)	1.4	7	8	i	-0.1	-4	14	-27	-5	-14
COC(=O)C1=C(C)N(CCc2c[nH]c3ccccc23)C(=O)C1	0.9	-1	22	1.2	0.1	-8	9	2	-2	14
COCC(=O)N1CCCc2ccccc21	-1.7	0	-19	-0.2	-1.0	4	-3	-7	-7	-3
Cn1nc(C(=O)NNC(=O)c2ccccc2Br)c2ccccc2c1=O	-1.6	1	x	-3.7	x	x	1	x	-12	3
C=CCOc1cccc(C(=O)N2CCC(CCC(=O)NC3CC3)CC2)c1	-0.6	6	-20	i	-0.5	-4	4	4	-9	-16
Cc1[nH]n(-c2ncc(-c3ccc(Cl)cc3)s2)c(=O)c1C(c1ccc(Cl)cc1)C(C#N)C#N (centres undefined)	x	3	12	i	4.1	-2	-1	8	13	3
CCN1C(=O)C(NC(C)=O)c2cc(OC)ccc21 (centres undefined)	-1.2	-12	9	i	2.3	-5	2	-1	-17	-2
CCOc1cc(CN2CCC(CO)(Cc3cccc(C(F)(F)F)c3)CC2)ccc1OC	x	2	26	-0.2	0.3	1	0	9	3	2
CSc1ccccc1C(=O)C1CCCN(Cc2ccccn2)C1 (centres undefined)	-3.6	13	0	-0.3	-1.3	-1	0	5	9	7
CC(=O)NC12CC3CC(C1)CC(C(=O)Nc1nc4ccc(F)cc4s1)(C3)C2	6.1	-4	2	-3.4	3.6	9	-4	-11	6	1
Next part:
SMILES	BioA inh	GDH-TPI inh	VHR inh abs	Vc quorum ag	Mtb UGM inh	SARS 3CLpro inh	Mtb FBA inh	Rv3671c protease	PriA SSB inh	MazF activator
CCOc1ccc(CCNC(=O)CCNC(=O)c2ccccc2Cl)cc1OCC	-0.1	1	-10	-0.7	-4.9	2	1	2	1	-7
Cc1ccc2c(c1)N(C(=O)CCC(=O)NC1CCCCCC1)CCO2	1.6	-4	13	-0.1	-0.4	-1	3	5	0	-2
CC1(C)CC(=O)C=C(c2cccc(Cl)c2O)C1	-0.8	6	x	i	-1.6	x	1	-5	-12	0
Cn1c(C(=O)N2CCN(c3nc4ccccc4s3)CC2)cc2sccc21	-2.6	7	-16	-1.7	-1.0	-3	0	-6	-7	-3
N#Cc1c(-c2ccccc2)nc(SCc2cccc(Cl)c2)[nH]c1=O	5.1	-7	-12	i	1.8	7	1	-16	17	1
O=C(c1ccccc1)C(CCc1ccccn1)CCc1ccccn1	0.1	-3	x	i	x	x	-1	x	-5	2
CC(C)(C)c1cc(C(=S)N2CCCC2)cc(C(C)(C)C)c1O	-2.1	10	19	i	0.5	6	4	x	9	-3
CC(C)n1c2ccccc2c2nc3ccccc3nc21	-0.3	26	-19	-4.5	0.4	3	-1	-6	-53	0
CCOC(=O)c1[nH]cnc1C(=O)O	-4.2	-5	4	i	-0.1	1	0	-1	-2	-2
CC1CN(S(=O)(=O)c2cccc(C(=O)OCc3cc(=O)oc4cc(O)ccc34)c2)CC(C)O1 (centres undefined)	1.0	3	2	-0.3	-3.1	0	6	-20	-11	1
COCCNC(=O)c1cn(C)c(=O)c2cc(OC)c(OC)cc12	x	1	7	-0.2	-1.0	1	2	-5	-16	4
Cc1ccc(Cc2c(-c3ccc(Cl)cc3)nc3ccc(Br)cn23)cc1	-0.7	-3	x	-0.4	x	x	-1	x	x	-22
Cc1cc(C(C)(C)C)cc(C)c1CC1=NCCN1	-7.8	-10	5	15	-1.4	0	0	-5	-24&2&-2	5
COc1ccccc1OCCNC(=O)c1cccc(S(=O)(=O)N2CCN(Cc3ccccc3)CC2)c1	-1.4	4	x	-0.2	-2.6	x	0	-11	0	-1
CCOc1cc(C(=O)NCc2ccc3c(c2)OCO3)cc(OCC)c1OCC	2.2	9	22	i	-0.5	1	1	0	-6	-6
CCOc1ccc(NC(=O)CN2CCN(S(=O)(=O)c3ccc(Cl)cc3)CC2)cc1	-0.4	-6	19	-0.5	-1.5	-1	-2	2	5	8
O=C1N/C(=N/NC(=O)c2cccc3ccccc23)S/C1=C\c1ccccc1OCc1ccccc1	1.2	29	11	-2.9	x	-6	-1	x	x	0
O=C1c2cccc3cccc(c23)C(=O)N1CCN1CCN(CC(O)COc2ccccc2)CC1 (centres undefined)	-0.1	4	7	-0.6	0.0	0	0	-6	0	4
O=C(NCCn1c(C(F)(F)F)nc2cc(C(F)(F)F)ccc21)[C@H]1CCCN1c1nc(CN2CCCCC2)cs1	-0.2	10	10	-4.0	-2.5	-5	4	2	-14	0
O=C(CSc1nc2cc3c(cc2c(=O)n1CCC1=CCCCC1)OCO3)NCc1ccco1	x	-1	24	-0.3	-0.2	1	1	2	-16	5
CCOC(=O)C1(C)CCCN(C(=O)c2ccc(C)c(F)c2)C1 (centres undefined)	-2.6	3	x	-0.3	x	x	1	x	x	x
c1ccc(N2CCN(c3nc4cc5c(cc4s3)OCCO5)CC2)cc1	-7.6	-6	4	i	1.6	5	0	8	-3	-7
O=C(NC1CC1)c1cc(Cl)ccc1[N+](=O)[O-]	-2.0	-1	-6	-0.3	0.3	-3	2	-3	-4	0
CC1C/C(=N/NC(=O)c2cccs2)CC(C)(C)C1 (centres undefined)	0.8	5	20	-1.7	4.1	1	-2	-2	x	-6
CN(C(=O)COC(=O)c1cc2ccccc2cc1O)c1c(N)n(Cc2ccccc2)c(=O)[nH]c1=O	x	6	x	-5.0	1.9	x	2	-2	-14	-7
More structures
SMILES	BioA inh	GDH-TPI inh	VHR inh abs	Vc quorum ag	Mtb UGM inh	SARS 3CLpro inh	Mtb FBA inh	Rv3671c protease	PriA SSB inh	MazF activator
O=[N+]([O-])c1cc2c(c(CSc3nnnn3-c3ccc(O)cc3)c1)OCOC2	1.6	5	-6	i	-1.7	5	-1	-2	14	-1
OCC1(CCOc2ccccc2)CCN(CC2=Cc3cc(Cl)ccc3OC2)CC1	x	3	4	-1.5	-3.6	-5	1	-6	-12	-21
COc1cccc(-c2nc(-c3ccccc3)[nH]c(=O)c2C#N)c1	1.7	2	27	5.0	-0.7	6	4	-5	-4	0
CC(C)(C)C(=O)CC1(O)C(=O)N(Cc2ccc(Cl)cc2)c2ccccc21 (centres undefined)	-1.2	5	17	-1.2	-1.1	5	-2	-1	-3	0
CCOC(=O)C1CCN(C(=O)c2ccccc2NC(C)=O)CC1	-3.6	2	1	i	0.2	-1	2	1	-12	1
Cc1ccc(-c2csc3ncnc(-n4nc(C)cc4N)c23)cc1	x	4	12	-0.6	3.7	-1	5	1	-11	0
Cc1noc(C)c1-c1ccc(C(=O)Nc2ccccc2)c2occc12	0.6	5	x	i	x	x	-2	x	x	x
C/C(=N/NC(=O)CN1CCN(Cc2ccccc2)CC1)c1ccc([N+](=O)[O-])cc1	1.4	12	14	-1.9	0.6	7	1	-3	x	13
C=CCn1c(O)c(C(CC)=NCCc2c[nH]c3ccccc23)c(=O)[nH]c1=O	x	0	25	1.3	0.3	1	-2	-5	-5	2
Cc1c(C(=O)OC(C)C)nnn1-c1nonc1N	0.0	-8	-5	4.1	0.1	0	0	2	-6	-2
CC(=O)Nc1ccc(NC(=O)c2ccc(-c3ccnn3C)c3ccoc23)cc1	-0.2	11	x	-0.5	x	x	-2	x	x	x
CSc1ccc(CN(C)C(=O)CNC(=O)CNS(=O)(=O)c2ccc(C)c(C)c2)cc1	0.9	-4	6	-0.5	-0.7	3	-4	-13	-7	8
CCOC(=O)n1cnc2nc(N)nc(SC)c21	x	0	x	i	x	x	7	x	-8	10
Fc1ccc2cnc(C3=CCCCC3)cc2c1	-3.0	-6	x	i	-2.5	x	5	-4	-22	1
COc1ccc(OCCOC(=O)C(C)NS(=O)(=O)c2ccc(NC(C)=O)cc2)cc1 (centres undefined)	0.1	3	x	-0.3	0.5	x	3	-5	-7	0
CCOc1ccc(N2CC(C(=O)Nc3ccc(OC)c(S(=O)(=O)N4CCCCC4)c3)CC2=O)cc1 (centres undefined)	0.1	-3	4	5.2	-1.8	1	3	8	8	7
COc1ccc(C(=O)Nc2cc3c(oc2=O)CCCC3=O)cc1	x	11	-27	0.4	0.7	2	1	5	3	1
CC(C)C(=O)N1CCN(c2ccccc2NC(=O)c2cccc3ccccc23)CC1	0.9	11	43	-0.7	-0.8	-1	-2	-5	2	2
NC(=O)N/N=C/c1ccccc1OCC(=O)NCc1ccccc1	x	5	21	-0.6	-2.7	-2	1	-4	x	-9
COC(=O)c1c(C)[nH]c(C(C)=O)c1C	-1.7	7	13	-0.6	2.4	0	4	-5	-4	2
COc1cccc(OC)c1C(=O)Oc1ccc2c(c1)O/C(=C\c1ccncc1)C2=O	-0.6	6	15	-0.1	0.6	2	4	-6	-11	6
CCOCCCn1c(=S)[nH]c2cc(C(=O)N3CCN(c4ccccc4)CC3)ccc2c1=O	-1.0	8	-4	-0.3	0.9	2	1	-4	-3	3

Laid out differently: five of the compounds above.
SMILES | BioA inh | GDH-TPI inh | VHR inh abs | Vc quorum ag | Mtb UGM inh | SARS 3CLpro inh | Mtb FBA inh | Rv3671c protease | PriA SSB inh | MazF activator
CC(C)(C)C(=O)CC1(O)C(=O)N(Cc2ccc(Cl)cc2)c2ccccc21 (centres undefined) | -1.2 | 5 | 17 | -1.2 | -1.1 | 5 | -2 | -1 | -3 | 0
OCC1(CCOc2ccccc2)CCN(CC2=Cc3cc(Cl)ccc3OC2)CC1 | x | 3 | 4 | -1.5 | -3.6 | -5 | 1 | -6 | -12 | -21
COc1cccc(OC)c1C(=O)Oc1ccc2c(c1)O/C(=C\c1ccncc1)C2=O | -0.6 | 6 | 15 | -0.1 | 0.6 | 2 | 4 | -6 | -11 | 6
NC(=O)N/N=C/c1ccccc1OCC(=O)NCc1ccccc1 | x | 5 | 21 | -0.6 | -2.7 | -2 | 1 | -4 | x | -9
Cc1noc(C)c1-c1ccc(C(=O)Nc2ccccc2)c2occc12 | 0.6 | 5 | x | i | x | x | -2 | x | x | x
